# Screens as filed in PubChem.
# M1 ag parental – counter-screen for M1 agonists: effect in parental CHO-K1 cells. Fluo-8 calcium fluorescence; scaled to maximal ATP response, vehicle zero. activation, % at 3 µM. 360,000 tested, 0.48% active. AID 602248, 2012; in the data active = activation above about 15%;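 note: untransfected CHO-K1 host cells lacking M1 receptor as counterscreen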
# OXTR potentiator – human OXTR potentiators, primary screen, fluorescence, CHO-OTR cells, Fluo-8 calcium. Oxytocin receptor (Homo sapiens), P30559. Fluo-8 calcium fluorescence, potentiator mode; 0% = oxytocin EC15, 100% = EC100. activation, % at 3 µM. 320,000 tested, 0.061% active. AID 2445, 2010;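 active = activation above that plate's cutoff, the mean activation of tested compounds plus 3 SD, cut at about 6.6% in these data, passing the limit was not always enough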;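 note: 100% uses oxytocin at 75 nM as the full agonist control; some results filed as inactive read as strong as hits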
# Target sequence (P30559 whole entry, looked up): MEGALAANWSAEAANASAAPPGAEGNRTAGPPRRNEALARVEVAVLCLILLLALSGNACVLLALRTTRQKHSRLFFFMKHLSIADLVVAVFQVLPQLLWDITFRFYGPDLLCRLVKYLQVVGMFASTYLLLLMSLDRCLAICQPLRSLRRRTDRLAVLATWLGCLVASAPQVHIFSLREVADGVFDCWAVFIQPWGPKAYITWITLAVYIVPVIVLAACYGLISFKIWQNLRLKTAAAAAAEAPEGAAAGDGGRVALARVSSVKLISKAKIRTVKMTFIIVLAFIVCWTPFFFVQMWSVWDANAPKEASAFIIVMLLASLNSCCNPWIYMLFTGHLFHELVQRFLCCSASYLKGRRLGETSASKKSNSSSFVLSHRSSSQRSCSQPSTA
#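 Assay system: CHO cell line stably expressing human OTR | Also added: Oxytocin at about EC15, sub-maximal agonist stimulus | Times: Compound 6 min at room temperature before oxytocin, 100 s read | Measured by: Fluo-8 intracellular calcium fluorescence, ex 470-495, em 515-575 nm | Controls: EC15 oxytocin alone as 0%, 75 nM oxytocin as 100%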
# CHRM1 agonist – human M1 muscarinic receptor agonists, primary screen, Fluo-8 calcium fluorescence, CHO-K1 cells, HTS | CHO-K1 hM1, agonist mode; 0% DMSO, 100% acetylcholine EC100 | activation, % at 3 µM | AID 588814, 2011 | 360,000 tested, 0.33% active | Muscarinic acetylcholine receptor M1 (Homo sapiens), P11229;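 active = activation above the run's mean compound activation plus 3 SD, cut at about 16% in these data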;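 note: peak over basal fluorescence ratio within a 140 s kinetic read after compound addition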
# Target sequence (P11229 whole entry, looked up): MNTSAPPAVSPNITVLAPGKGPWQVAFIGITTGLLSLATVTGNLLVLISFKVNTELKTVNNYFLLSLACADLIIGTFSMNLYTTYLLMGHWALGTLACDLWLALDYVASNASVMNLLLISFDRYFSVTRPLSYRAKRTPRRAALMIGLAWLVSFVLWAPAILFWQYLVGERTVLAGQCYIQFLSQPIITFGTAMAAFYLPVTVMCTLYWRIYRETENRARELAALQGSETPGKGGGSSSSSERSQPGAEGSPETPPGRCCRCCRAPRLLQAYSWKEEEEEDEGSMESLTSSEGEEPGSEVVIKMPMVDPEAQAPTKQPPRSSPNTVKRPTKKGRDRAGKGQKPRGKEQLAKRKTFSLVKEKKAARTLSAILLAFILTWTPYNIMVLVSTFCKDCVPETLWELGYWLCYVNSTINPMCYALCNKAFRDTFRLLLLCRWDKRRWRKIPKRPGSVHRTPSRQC
# TAAR1 antagonist – human TAAR1 antagonists, primary screen, Fluo-8 calcium fluorescence, CHO RD-HGA16 cells | antagonist | inhibition, % at 3 µM | 360,000 tested, 1.5% active | AID 624466, 2012;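 active = inhibition above a per-plate cutoff, the mean inhibition of test compounds on that plate plus 3 SD, cut at about 49% in these data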;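 note: 0% = DMSO plus EC80 beta-PEA response and 100% = DMSO alone without agonist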
#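 Test system: RD-HGA16 CHO cells with stable hTAAR1 and Gα16 / Probe or stimulus: EC80 β-phenethylamine stimulus / Times: seeding 17-24 h prior, 75-min 37 °C, 30-min RT dye loading / Detection: Fluo-8 calcium-sensitive fluorescence / Read-out basis: % inhibition scaled between DMSO and EC80 PEA controls / Repeats: singlicate, one well per test compound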
# M1 PAM parental – nonselective calcium activators in parental CHO-K1 cells, primary screen, counter-screen for M1 PAM project, cell-based, Fluo-8 calcium fluorescence, full deck, 1536-well; 360,000 tested, 0.02% active; ATP EC20; 0% at ATP EC20, 100% at ATP max; activation, % at 3 µM;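 active = activation above the run cutoff, the mean activation of all test compounds plus 3 SD, cut at about 40% in these data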;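 note: peak over basal fluorescence ratio in a 140 s read after ATP addition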
# CHRM1 antagonist – human M1 muscarinic receptor antagonists, primary screen, CHO-K1 cells, Fluo-8 calcium fluorescence, 1536-well; Muscarinic acetylcholine receptor M1 (Homo sapiens), P11229; CHO-K1 hM1, ACh EC80 antagonist; inhibition, % at 3 µM; 360,000 tested, 1.3% active; AID 588852, 2011;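 active = percent inhibition above its own plate's cutoff, namely the mean of that plate's compound wells plus 3 SD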;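 note: peak over basal fluorescence ratio during 140 s after agonist addition; 0% = ACh EC80 plus DMSO and 100% = DMSO alone without agonist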
# TAAR1 ag – human TAAR1 agonists, primary screen, Fluo-8 calcium fluorescence, CHO RD-HGA16 cells | vehicle wells 0%, saturating PEA agonist 100% | Trace amine-associated receptor 1 (Homo sapiens), Q96RJ0 | 360,000 tested, 0.99% active | activation, % at 3 µM;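 active = activation above the mean activation of all test compounds in the run plus 3 SD, cut at about 38% in these data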
#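 System: CHO-derived RD-HGA16 cells with stable Gα16 and human TAAR1 / Times: 17-24 h plating, Fluo-8 75 min 37 °C, 30 min RT / Technique: calcium-sensitive Fluo-8 signal, excitation 470-495, emission 515-575 nm / Measure: % activation relative to PEA EC100 response / Benchmarks: DMSO and PEA EC100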
# CHO parental Ca – ATP-evoked calcium signal inhibitors, parental CHO, primary screen, counter-screen for OX1R antagonist project, cell-based, fluorescence, Fluo-8 calcium dye | inhibition, % at 5.6 µM | 330,000 tested, 0.63% active | parental CHO-K1, ATP-induced calcium, Fluo-8 fluorescence;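 active = inhibition above that plate's mean sample inhibition plus 3 SD, cut at about 26% in these data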;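 note: 0% = ATP-challenged DMSO wells and 100% = DMSO wells without ATP; some compounds past the cut are filed as inactive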
#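 material = parental CHO cells | also added = ATP as calcium-mobilizing challenge | dosing = single point at 5.6 µM | detection = intracellular calcium via Fluo-8 no-wash fluorescent dye | read-out = % inhibition | benchmarks = low control ATP plus DMSO, high control DMSO only | repeats = one well per compound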
# CHO-K1 Ca antag – nonselective inhibitor or artifact in parental CHO-K1 cells; ATP-induced calcium, Fluo-8 fluorescence; AID 602250; 360,000 tested, 0.6% active; inhibition, % at 3 µM;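 active = inhibition above a per-plate cutoff, the plate's mean sample inhibition plus 3 SD, cut at about 24% in these data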;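 note: 0% = DMSO plus EC80 ATP and 100% = DMSO alone without ATP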
# * = called active by the depositor; x = not tested or not shown.
Compound	M1 ag parental	OXTR potentiator	CHRM1 agonist	TAAR1 antagonist	M1 PAM parental	CHRM1 antagonist	TAAR1 ag	CHO parental Ca	CHO-K1 Ca antag
O=C(COC(=O)c1cc(=O)c2ccccc2o1)NCc1ccccc1	3.5	x	-2	8	26	-22	1	x	-5
CC1(C)CC(=O)C(C(c2cc([N+](=O)[O-])ccc2Cl)C2C(=O)CC(C)(C)CC2=O)C(=O)C1	4.0	-3	-2	-27	20	-6	3	-8	-5
Cc1cc(NC(=O)CSc2ccc(-c3ccc(Br)cc3)nn2)no1	0.1	-3	-2	-36	2	8	0	-7	1
Cc1ccccc1C(=O)Nc1nnc(S(=O)(=O)N2CCCCCC2)s1	0.0	-9	5	-3	11	-21	1	-5	3
O=C(CN1C(=O)NC2(CCCCC2)C1=O)N1CCN(S(=O)(=O)/C=C/c2ccccc2)CC1	0.2	-5	-3	-6	5	-17	-1	-9	-1
O=C(O)Cc1ccc(NS(=O)(=O)c2ccccc2Cl)cc1	-0.7	-6	-6	-2	15	-7	3	-16	-3
O=C(NCCNC(=O)c1cc(Cl)ccc1Cl)c1cnccn1	0.5	-4	1	1	-24	13	1	-11	7
O=C(CSc1nnnn1C1CC1)Nc1cc(S(=O)(=O)N2CCCC2)ccc1Cl	0.0	-4	-3	-12	0	-4	5	-9	4
C/C(=N\Nc1ccc(C)c(Cl)c1)c1ccncc1	-0.6	-15	-8	5	-5	-5	0	-41	-2
COc1ccccc1/C=C(/NC(=O)c1ccccc1)C(=O)NCCN1CCOCC1	0.0	-5	-2	0	16	-5	0	-1	3
Cc1cc(C)cc(C(=O)Nc2ccc(NC(=O)Cc3ccccc3)cc2)c1	1.8	5	-1	-2	16	-10	4	1	-11
CCCCC1=CC2=CC(=O)C(C)(OC(=O)c3cccs3)C(=O)C2=CO1 (stereo not drawn)	0.4	2	3	13	11	5	2	-10	0
O=C(N/N=C/c1ccc(O)c(O)c1)N/N=C/c1ccc(O)c(O)c1	0.4	x	-1	27	-1	-22	98*	x	-14
CCOC(=O)c1nnn(-c2nonc2-n2cccc2)c1CN1CCC(C)CC1	0.0	-17	-6	-2	21	-18	2	-16	-16
O=C(NC(CC(=O)N1CCN(c2ccccc2)CC1)c1ccccc1)c1ccccc1Cl (stereo not drawn)	2.5	-9	-7	-10	20	0	7	-8	-10
CCOC(=O)c1cccc(NC(=O)CCNS(=O)(=O)c2cccc3nonc23)c1	2.6	-1	-5	-20	17	-6	6	-14	-10
COc1ccc(-c2c(C)nc3c(-c4ccccn4)cnn3c2N)cc1	11	x	-2	67*	17	-5	11	x	-7
CCN(CC(=O)Nc1ccc(NC(C)=O)cc1)CC(=O)Nc1ccccc1C(=O)c1ccccc1	1.3	-19	-2	-29	20	-10	1	-16	-23
COc1cc(-c2noc(C)c2C#CC2(O)CCCCC2)cc(OC)c1OC	1.9	4	-8	33	0	1	10	-38	-20
O=C(NN1C(=O)/C(=C/C=C/c2ccccc2)SC1=S)c1ccncc1	3.1	-4	-4	12	6	0	10	1	0

# Continuation:
Compound	M1 ag parental	OXTR potentiator	CHRM1 agonist	TAAR1 antagonist	M1 PAM parental	CHRM1 antagonist	TAAR1 ag	CHO parental Ca	CHO-K1 Ca antag
COc1ccc(C2=NN(C(=O)c3ccccc3)C(c3ccc(OC)c(OC)c3)C2)cc1OC (stereo not drawn)	-0.6	x	-4	-12	2	-1	-3	x	-7
COc1ccc(Cc2nnc(SCC(=O)NCc3ccco3)o2)cc1	0.9	-10	-2	-7	25	-14	8	-10	-20
Cc1cc(-c2n[nH]c(=S)n2/N=C/c2ccc(Br)s2)n[nH]1	-0.3	-8	-6	-14	15	-9	3	-2	-6
N#C/C(=N\Nc1ccccc1)C(=N)N1CCCCC1	6.1	-9	-4	-1	24	3	1	-1	-16
Cc1cc(/C=C2\SC(=S)NC2=O)cc(C)c1O	1.7	-9	-1	-8	-2	9	-1	3	-4
O=C(NC1CC1)c1cc2c(s1)CS(=O)(=O)C2	-0.1	-3	-6	16	3	3	6	4	0
CCN(CC)C(=O)CSc1nnc(CCN)o1	0.3	-3	-4	-5	13	-2	13	-1	-3
O=C(NC(=S)Nc1cccc(Cl)c1Cl)C1CC1	-0.4	-7	-1	-19	9	0	-2	-1	-1
CCCCCC(=O)NC(NC(=S)Nc1ccc(S(N)(=O)=O)cc1)C(Cl)(Cl)Cl (stereo not drawn)	0.8	-21	-4	-4	17	-5	5	-6	-16
Cc1ccccc1CNC(=O)c1ccc(CSCc2ccccc2)cc1	1.3	-11	-4	31	17	0	12	-13	-12
COC(=O)c1sc(N2C(=O)C(O)=C(C(=O)c3ccc(C)o3)C2c2ccc([N+](=O)[O-])cc2)nc1C (stereo not drawn)	0.0	-11	-3	-17	-18	-13	0	-2	-8
O=C(c1cc(N2CCCCC2)nc2ccccc12)N1CCOCC1	-0.1	1	-5	12	-12	-1	4	-20	11
CNC(=S)N=Nc1c(O)[nH]c2ccc(C(C)C)cc12	0.3	-2	-8	-2	22	-10	-1	-27	-5
CCCCCCCCN1C(=O)[C@H](CC(=O)N2CCN(C(=O)c3ccco3)CC2)C[C@@]2(C(=O)OC)CCCCC=C12	0.8	x	x	14	-1	x	-1	x	-16
N#Cc1c(-c2ccco2)nc(SCC(=O)Nc2cccc(Cl)c2)[nH]c1=O	1.0	0	-5	-6	25	-6	0	-7	-9
O=S(=O)(NCC1CCCO1)c1ccc(Cl)cc1 (stereo not drawn)	0.1	3	-1	-33	-3	1	6	-1	17
O=C(CCCCCN1C(=O)c2cccc3cccc(c23)C1=O)NC1CCS(=O)(=O)C1 (stereo not drawn)	0.7	-1	-5	-12	13	-8	0	-22	-2
N#Cc1nc(-c2ccco2)oc1N1CCC(Cc2ccccc2)CC1	-0.1	-5	-1	-3	21	-1	4	-12	-5
O=C(COc1ccc(Cl)cc1Cl)NCCSc1ccc(Cl)cc1	0.4	-13	-3	4	-8	2	11	-32	6
Cc1ccc(C)c(NC(=O)COC(=O)c2cc3ccccc3oc2=O)c1	-0.3	5	-3	-6	-13	0	6	-20	11

# Ordered by value in CHRM1 agonist (highest first): 3 from the list above.
structure	OXTR potentiator	CHRM1 agonist	CHRM1 antagonist	TAAR1 ag
O=C(NC(=S)Nc1cccc(Cl)c1Cl)C1CC1	-7	-1	0	-2
N#C/C(=N\Nc1ccccc1)C(=N)N1CCCCC1	-9	-4	3	1
N#Cc1c(-c2ccco2)nc(SCC(=O)Nc2cccc(Cl)c2)[nH]c1=O	0	-5	-6	0

# Additional entries follow:
Compound	M1 ag parental	OXTR potentiator	CHRM1 agonist	TAAR1 antagonist	M1 PAM parental	CHRM1 antagonist	TAAR1 ag	CHO parental Ca	CHO-K1 Ca antag
COc1ccc(OC)c(C2=CC(=O)C[C@H](c3ccc(F)cc3)C2)c1	0.9	x	-6	15	17	-9	1	x	-9
C/C=C/C(=O)Nc1cccc(C2=NOC3(C2)C[C@@H](C(N)=O)N(C(=O)C(c2ccccc2)c2ccccc2)C3)c1 (stereo partly drawn)	1.8	-8	-4	-10	-4	2	3	-16	8
CCOc1ccc(C(=O)OC(C)CN2CCN(C)CC2)cc1 (stereo not drawn)	-0.2	-7	-8	-7	7	-11	5	-5	0
O=C(O)c1cc(NS(=O)(=O)c2cccs2)cc(NS(=O)(=O)c2cccs2)c1	0.4	-9	-1	-19	14	-3	16	11	-21
O=C(c1ccco1)N1CCN(C(=O)C(Sc2ccccc2)c2ccccc2)CC1 (stereo not drawn)	7.0	-11	-1	11	3	-10	9	-23	-4
CC(C)Cn1c(N)c(C(=O)COC(=O)c2cccnc2Cl)c(=O)n(C)c1=O	8.9	-12	1	3	16	-5	6	2	-24
Cc1cc(Cl)ccc1OCC(=O)N/N=C/c1ccc(OC2OC(CO)C(O)C(O)C2O)cc1 (stereo not drawn)	0.3	-17	-1	-6	2	-2	11	-7	-8
O=C(O)c1ccc(CNCc2ccc(Cl)cc2)cc1	0.0	-8	-9	-7	15	-15	5	-6	-9
CC(=O)Nc1ccc(OCC(O)CN2CCN(c3cc(Cl)ccc3C)CC2)cc1 (stereo not drawn)	1.7	-7	-4	4	-3	10	20	-4	15
COc1ccc(Cl)cc1Nc1nnc(-c2ccncc2)s1	-0.1	-3	3	-11	-3	-12	5	-4	-6
Cc1cccc(OCc2nc(-c3cccnc3)no2)c1	3.6	-10	0	6	27	-2	2	-1	-15

# 10 consecutive compounds already listed:
Compound	M1 ag parental	OXTR potentiator	CHRM1 agonist	TAAR1 antagonist	M1 PAM parental	CHRM1 antagonist	TAAR1 ag	CHO parental Ca	CHO-K1 Ca antag
O=C(COC(=O)c1cc(=O)c2ccccc2o1)NCc1ccccc1	3.5	x	-2	8	26	-22	1	x	-5
CC1(C)CC(=O)C(C(c2cc([N+](=O)[O-])ccc2Cl)C2C(=O)CC(C)(C)CC2=O)C(=O)C1	4.0	-3	-2	-27	20	-6	3	-8	-5
Cc1cc(NC(=O)CSc2ccc(-c3ccc(Br)cc3)nn2)no1	0.1	-3	-2	-36	2	8	0	-7	1
Cc1ccccc1C(=O)Nc1nnc(S(=O)(=O)N2CCCCCC2)s1	0.0	-9	5	-3	11	-21	1	-5	3
O=C(CN1C(=O)NC2(CCCCC2)C1=O)N1CCN(S(=O)(=O)/C=C/c2ccccc2)CC1	0.2	-5	-3	-6	5	-17	-1	-9	-1
O=C(O)Cc1ccc(NS(=O)(=O)c2ccccc2Cl)cc1	-0.7	-6	-6	-2	15	-7	3	-16	-3
O=C(NCCNC(=O)c1cc(Cl)ccc1Cl)c1cnccn1	0.5	-4	1	1	-24	13	1	-11	7
O=C(CSc1nnnn1C1CC1)Nc1cc(S(=O)(=O)N2CCCC2)ccc1Cl	0.0	-4	-3	-12	0	-4	5	-9	4
C/C(=N\Nc1ccc(C)c(Cl)c1)c1ccncc1	-0.6	-15	-8	5	-5	-5	0	-41	-2
COc1ccccc1/C=C(/NC(=O)c1ccccc1)C(=O)NCCN1CCOCC1	0.0	-5	-2	0	16	-5	0	-1	3
